# Screens from PubChem BioAssay.
# MT1-MMP act inh: blockers of MT1-MMP proenzyme processing, primary screen, HT1080 RFP-PRO-GFP cells, GFP/RFP fluorescence | Matrix metalloproteinase-14 (Homo sapiens), P50281 | GFP/RFP ratio fluorescence, overnight; percent of plate control window, DMSO zero | GFP/RFP ratio change, % at 20 µM | hit rate 0.061% among 360,000 | AID 651647, 2012;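 active means GFP/RFP ratio change of at least 30% with cell ATP level not reduced by more than half and red fluorescence within 50% of control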; further: strong numbers were not always called active
#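 Assay system: RFP-PRO-GFP reporter HT1080 cells; read-out basis: GFP/RFP fluorescence ratio; benchmarks: DMSO wells and RFP-L50D-GFP cells; doses: 20 µM single dose, 1% DMSO; schedule: overnight cell settling, then overnight compound exposure, 37 °C, 5% CO2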
# NadD block: inhibitors of S. aureus NadD, primary screen, biochemical, colorimetric, uHTS | hit rate 0.78% among 360,000 | purified NadD enzyme, colorimetric absorbance read-out | Nicotinate-nucleotide adenylyltransferase NadD (Staphylococcus aureus N315) | inhibition, % at 20 µM; in the data active means inhibition above about 26%; further: some compounds past the cut are filed as inactive
# SKN-1 inh: suppressors of acrylamide-induced Pgst-4::GFP reporter in worms, primary screen, SKN-1 inhibitor project, whole organism, uHTS, GFP/RFP fluorescence ratio, strain VP596 | C. elegans VP596 Pgst-4::GFP/RFP ratio, 24 h | inhibition, % at 21.8 µM | hit rate 0.49% among 360,000 | AID 624304, 2012;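 active means interference check ratio from 0.5 to 1.5 plus GFP to RFP signal ratio inhibition reaching or exceeding a fixed threshold, cut at about 30% in these data, passing the limit was not always enough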; further: some compounds called inactive have numbers as strong as hits
# SUMO1-SIM PPI: modulators of SUMO1 protein-protein interactions, primary screen, biochemical, uHTS; SUMO1 binding to a labelled peptide, TR-FRET, 1 h; inhibition, % at 20 µM; hit rate 0.33% among 360,000; in the data active means inhibition above about 37%
# DNMT1 block: human DNMT1 methyltransferase inhibitors, primary screen, biochemical, molecular beacon, fluorescence, HinP1I cleavage, uHTS. DNA (cytosine-5)-methyltransferase 1 (Homo sapiens), P26358. inhibition (reported as % activation of signal), % at 10 µM. hit rate 0.83% among 360,000; in the data active means inhibition above about 50%
# CendR NRP1 mod: modulators of CendR peptide binding to NRP-1, primary screen, biochemical, fluorescence polarization, uHTS; FAM-RPARPAR peptide binding to NRP-1; inhibition, % at 25 µM; hit rate 0.85% among 360,000; Neuropilin-1 (Homo sapiens), O14786;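 active means inhibition or corrected inhibition above about 18%, plus a signal ratio from 0.5 to 1.5, limit read from the data, passing the limit was not always enough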; further: strong numbers were not always called active
# Scp1 inh: Scp-1 phosphatase inhibitors, primary screen, biochemical, colorimetric, uHTS | Carboxy-terminal domain RNA polymerase II polypeptide A small phosphatase 1 (Homo … | Recombinant Scp1, phosphopeptide, malachite green phosphate absorbance | inhibition, % at 20 µM | hit rate 0.88% among 340,000 | AID 493091, 2011;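 active means inhibition above about 50% at 20 µM, limit read from the data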;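 further: plate controls were DMSO wells with enzyme for no effect and wells lacking enzyme for full effect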
#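 Test system: SCP-1 phosphatase catalytic domain, residues 76-261 | Compound dosing: One concentration, 20 µM, with 1.0% DMSO | Schedule: 45 min room-temperature reaction, 5 min colour, 30 min stabiliser | Detection: Absorbance at 630 nm | Read-out basis: % inhibition of SCP-1 phosphate liberation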
# LMPTP inh: LMPTP phosphatase inhibitors, primary screen, biochemical, fluorescence intensity, uHTS; AID 651560, 2012; hit rate 0.22% among 360,000; Low molecular weight phosphotyrosine protein phosphatase (Homo sapiens), P24666; inhibition, % at 20 µM; recombinant LMPTP-A, OMFP fluorogenic substrate;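 active means compounds that cut the enzyme signal by at least half of the control window in the single-dose screen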;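 further: plate controls were DMSO wells with enzyme plus substrate for no effect and substrate without enzyme for full effect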
# Target sequence (P24666 whole entry, looked up): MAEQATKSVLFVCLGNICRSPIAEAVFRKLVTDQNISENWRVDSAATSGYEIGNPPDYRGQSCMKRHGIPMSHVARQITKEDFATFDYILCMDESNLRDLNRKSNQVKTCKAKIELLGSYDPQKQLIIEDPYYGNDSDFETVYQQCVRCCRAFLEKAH
#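 Test system – LMPTP-A enzyme · Amount – LMPTP-A at 0.625 nM final in the reaction · Buffer or medium – Bis-Tris pH 6.0, DTT, detergent · Reagent – OMFP 400 µM · Doses – single 20 µM dose · Schedule – reaction 50 min, room temperature, dark · Detection – fluorescence intensity of OMFP turnover product · Evaluation – percent inhibition versus substrate-only and uninhibited controls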
# Rpn11 inh: Rpn11 (PSMD14) deubiquitinase inhibitors, primary screen, biochemical, fluorescence polarization, uHTS; calls only at 20 µM; AID 588493, 2011; human 26S proteasome, Ub4-pepOG fluorescence polarization; 20S core pre-blocked with epoxomicin; hit rate 0.59% among 360,000;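 active means inhibition at 20 µM, scaled to each plate's controls, above about 33%, limit read from the data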
# Target sequence (O00487 whole entry, looked up): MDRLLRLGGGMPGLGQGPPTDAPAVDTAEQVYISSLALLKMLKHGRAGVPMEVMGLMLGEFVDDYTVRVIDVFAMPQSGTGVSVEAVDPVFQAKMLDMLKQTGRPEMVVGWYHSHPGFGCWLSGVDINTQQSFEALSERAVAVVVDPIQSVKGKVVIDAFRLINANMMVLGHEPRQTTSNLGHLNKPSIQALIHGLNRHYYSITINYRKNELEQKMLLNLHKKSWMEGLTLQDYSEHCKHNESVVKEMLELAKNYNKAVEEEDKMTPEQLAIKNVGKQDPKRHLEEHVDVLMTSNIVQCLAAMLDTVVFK
# STEP inh: STEP phosphatase inhibitors, primary screen, biochemical, fluorescence intensity, uHTS; recombinant STEP, OMFP fluorogenic substrate; Tyrosine-protein phosphatase non-receptor type 5 (Homo sapiens), P54829; hit rate 0.25% among 360,000; inhibition, % at 20 µM;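 active means inhibition at 20 µM, scaled per plate between control wells, above about 37%, limit read from the data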;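 further: 0% = DMSO with enzyme and substrate and 100% = substrate only without enzyme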
# Target sequence (P54829 whole entry, looked up): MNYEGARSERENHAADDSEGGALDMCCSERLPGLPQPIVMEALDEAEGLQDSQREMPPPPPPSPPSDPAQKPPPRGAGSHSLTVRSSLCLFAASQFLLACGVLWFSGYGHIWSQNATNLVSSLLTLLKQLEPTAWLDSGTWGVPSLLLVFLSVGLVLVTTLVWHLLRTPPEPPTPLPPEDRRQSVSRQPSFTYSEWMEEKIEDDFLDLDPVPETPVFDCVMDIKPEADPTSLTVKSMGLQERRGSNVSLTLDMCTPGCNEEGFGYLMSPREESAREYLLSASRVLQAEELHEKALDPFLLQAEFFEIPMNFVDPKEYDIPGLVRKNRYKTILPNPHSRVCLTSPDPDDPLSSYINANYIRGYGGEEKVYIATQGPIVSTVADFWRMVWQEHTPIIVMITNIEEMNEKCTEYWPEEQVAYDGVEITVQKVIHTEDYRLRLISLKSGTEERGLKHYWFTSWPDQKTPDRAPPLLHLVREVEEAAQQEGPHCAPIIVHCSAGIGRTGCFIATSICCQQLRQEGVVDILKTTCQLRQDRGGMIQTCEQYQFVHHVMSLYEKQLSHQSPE
#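 Also added – OMFP at 25 µM · Test system – STEP tyrosine phosphatase · Technique – FITC-channel fluorescence of OMFP product · Schedule – 20 min at room temperature, dark · Evaluation – control-normalized % inhibition with plate pattern correction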
# * marks the source's active call; other numbers are inactive results; i = inactive; x = no result given; + = active, no number.
SMILES,MT1-MMP act inh,NadD block,SKN-1 inh,SUMO1-SIM PPI,DNMT1 block,CendR NRP1 mod,Scp1 inh,LMPTP inh,Rpn11 inh,STEP inh
CN1CCC(C)(O)C2CCCCC21 (stereo not given),3,0,5,4,-1,8,-5,-0.5,i,-1
CNC(C)(C)Cc1ccccc1,-1,6,8,-2,0,1,-4,-0.8,i,-1
Cc1ccc(-c2cc(-c3ccc(C)cc3)[n+](-c3ccccc3)c(-c3ccc(C)cc3)c2)cc1,-14,4,11,-34,14,-2,7,11,i,2
NCC1(c2ccc3c(c2)OCCO3)CCCC1,4,-2,-5,0,1,-11,-4,0.5,i,-3
CCOC(=O)c1c(N)n(Cc2ccccc2)c2nc3ccccc3nc12,-33,5,-6,-8,38,-6,-3,4.5,i,-2
O=C1/C(=C/c2cc([N+](=O)[O-])ccc2Cl)N2CCC1CC2,-2,6,-2,2,1,2,-4,0.1,i,-2
C/C(=N\Nc1cccc2ccccc12)c1c(O)n(Cc2ccccc2)c(=O)[nH]c1=O,-7,25,12,-1,-25,-73,4,1.6,i,-2
OC(c1ccccc1)(c1ccccc1)C1CN2CCC1CC2 (stereo not given),-23,-5,-3,2,0,11,-5,-1.0,i,2
CCOC(=O)C1SC2(C(F)F)CC1(O)c1c(c(OC)c3occc3c1OC)O2 (stereo not given),-6,-3,11,-1,-1,10,-2,0.2,i,0
Cc1sc2ncnc(N3CCC(C(=O)Nc4ccc(C#N)c(Cl)c4)CC3)c2c1C,1,20,10,-9,-6,2,8,1.7,i,-3
CCCCCc1cc(O)c2c3c(c(=O)oc2c1)CN(C)CC3,4,3,0,-5,3,1,-3,1.6,i,3
CCN(CC)c1ccc(N=Cc2c(O)n(-c3ccccc3C)c(=O)[nH]c2=O)cc1,-26,0,13,-30,-6,-107,-2,0.7,+,1
CC12CC[C@H]3[C@@H](CCC4(O)C[C@H](O)CCC34/C=N/NC(=O)c3ccccc3Cl)C1(O)CCC2C1=CC(=O)OC1 (stereo not given in full),3,-4,9,-2,0,6,-4,-1.9,i,-4
C=CCn1c(O)c(C(C)=Nc2cccc(C(=O)O)c2)c(=O)[nH]c1=O,-11,-3,-7,-1,-2,-19,-10,-1.6,i,-4
O=C1C=C2C=C[C@H]3C[C@]2(O1)[C@@H]1CCCCN13,1,-5,17,5,6,4,14,-0.6,i,2
c1ccc2c(c1)Nc1ccccc1S2,1,1,-12,-4,-4,7,-9,0.7,i,-1
Cc1ccc(NC(=O)CSc2nnc([C@@H](N)Cc3c[nH]c4ccccc34)o2)c(C)c1,2,0,6,1,-5,2,-2,0.0,i,-2
COc1ccc(C(=O)C2CCCN(C3CSCCSC3)C2)cc1OC (stereo not given),3,-8,2,2,1,-6,-3,-1.3,i,2
COc1ccc(CN2C(=O)CC(=O)NC2=O)cc1,-29,11,18,0,-8,-23,-12,0.2,i,1
Nc1ccncc1,-1,-7,-9,1,1,-6,-6,0.1,i,-1
COc1ccc(Br)cc1CN1CCN(CCO)CC1,-3,-8,4,14,7,5,3,-3.0,i,0
COc1cc(/C=C/c2nc3ccccc3c(=O)n2-c2ccc(O)cc2)ccc1O,-69,1,-3,-25,-8,-64,-6,1.2,x,0
CCCCn1c(O)c(C(C)=Nc2c(C)n(C)n(-c3ccccc3)c2=O)c(=O)[nH]c1=O,4,-1,-18,-3,1,2,-2,-2.1,i,1
CC(C)(C)C(=O)OCC12CCC(O1)C1(C)C(=O)OCC21 (stereo not given),3,4,6,1,3,6,15,-2.9,i,-5
Cn1c(O)c(C=NCCN2CCN(C(=O)Nc3ccccc3)CC2)c(=O)n(C)c1=O,1,-7,-5,2,1,-7,-7,-4.6,i,-5

# Reprinted from the part before: two compounds, then new ones.
SMILES,MT1-MMP act inh,NadD block,SKN-1 inh,SUMO1-SIM PPI,DNMT1 block,CendR NRP1 mod,Scp1 inh,LMPTP inh,Rpn11 inh,STEP inh
CC(C)(C)C(=O)OCC12CCC(O1)C1(C)C(=O)OCC21 (stereo not given),3,4,6,1,3,6,15,-2.9,i,-5
Cn1c(O)c(C=NCCN2CCN(C(=O)Nc3ccccc3)CC2)c(=O)n(C)c1=O,1,-7,-5,2,1,-7,-7,-4.6,i,-5
Cc1ccc(C(O)(c2ccc(C)c(C)c2)C2CN3CCC2CC3)cc1C (stereo not given),-14,-11,10,-9,4,6,2,-0.5,i,-2
CCOc1ccc(CC2C(=O)NC(=O)N(c3ccc(CC)cc3)C2=O)cc1 (stereo not given),7,4,-2,1,-10,-4,11,-2.5,i,-3
COc1ccc(CC(=O)N(CCN(C)C)CC2CCCN(Cc3ccccc3F)C2)cc1 (stereo not given),3,6,-9,-3,-1,-10,-7,-2.5,i,0
COCCOC(=O)c1c(N)n(Cc2ccccc2)c2nc3ccccc3nc12,-8,-1,7,30,42,-7,-10,3.1,i,1
C=CCN1CC[C@]23c4c5ccc(O)c4OC2[C@H](O)CC[C@@]3(O)[C@H]1C5 (stereo not given in full),-2,0,6,-1,1,-1,-3,-0.8,i,1
CCOC(=O)C(O)(c1ccc(NC(=S)NC(=O)c2ccc(Cl)cc2Cl)c(C)c1)C(F)(F)F (stereo not given),-4,-1,1,-1,-19,-2,-21,3.9,i,1
CN1CCN(C(=O)COc2ccc(S(=O)(=O)NC3CCCCC3)cc2Cl)CC1,-1,-7,9,1,-1,2,-8,-0.5,i,-3
CN1CN(c2cccc([N+](=O)[O-])c2)CN=C1N[N+](=O)[O-],6,4,-6,-15,1,-1,-3,-1.2,i,-3
C=C1[C@H]2C[C@H]3[C@H]4N5C[C@]6(C)CCC[C@]47[C@H]([C@H]2O)[C@]3(C[C@]5(O)[C@H]67)[C@@H]1O,1,0,5,3,-1,0,12,-1.2,i,4
c1cc2c(cc1-c1ccc3c(c1)OCO3)CNCc1cnnn1-2,5,-6,10,-3,7,9,x,-0.4,i,0
COc1ccc(CNCCc2ccc3c(c2)OCO3)cc1Br,0,-10,25,-2,-2,-5,4,-1.3,i,0
O=C(CCN1CC=C(c2ccccc2)CC1)NCc1ccccc1,2,-5,-9,-3,-2,-4,x,-1.8,i,-2
O=[N+]([O-])c1ccc(N2CCCCCC2)c2nonc12,-39,-2,69,-115,20,131,5,13,i,-28
CC(Cc1ccccc1)N1Cc2ccccc2C1 (stereo not given),5,-1,-1,8,3,-6,-1,-2.7,i,3
Fc1ccccc1CCNCc1cccc(Cl)c1Cl,-5,-4,12,0,-1,6,-1,-1.7,i,-3
Cc1nc2ccc(N3CCN(C)CC3)cc2nc1C,1,-8,-11,-1,0,4,-3,1.0,i,-1
CC1CC(NC(=O)C2C3CCC(O3)C2C(=O)O)CC(C)(C)C1 (stereo not given),2,-4,-9,0,3,2,1,-0.6,i,-5
CN(C)CCSCc1nnc2n1-c1ccc(Cl)cc1C(c1ccccc1Cl)=NC2,1,4,2,7,-2,12,-11,-1.8,i,-2
CC1CN=C(NC(C)c2ccccc2)S1 (stereo not given),4,-4,1,3,6,4,-2,-1.6,i,3
Cc1cc([P+](=O)O)c(C)n1-c1ccc(Br)cc1,-6,0,9,-1,41,-20,-12,0.3,i,3
CCN(CC)C(=O)N[C@H]1C[C@@H]2c3cccc4[nH]cc(c34)C[C@H]2N(C)C1,-6,2,9,9,0,-1,-1,-0.4,i,-6
CNC(=S)N/N=C1\C2CN3CCN(C2)CC1(c1ccccc1)C3,2,-4,5,0,4,-14,-12,-2.8,i,-4
Cc1cc(C)n(-c2ccc(NN=C(C#N)C#N)cc2)n1,-13,-1,3,-17,-7,7,-27,0.6,i,0
COP(=O)(NC(=O)C(Cl)(Cl)Cl)OC,-2,2,6,8,-1,-4,-4,-1.4,i,-2
O=C1NC(=O)C(CCc2ccncc2)(CCc2ccncc2)C(=O)N1C1CCCCC1,-42,6,-12,0,-2,5,-10,-0.3,i,0
# Following part.
SMILES,MT1-MMP act inh,NadD block,SKN-1 inh,SUMO1-SIM PPI,DNMT1 block,CendR NRP1 mod,Scp1 inh,LMPTP inh,Rpn11 inh,STEP inh
O=c1[nH]c(=O)n(-c2cccc3ccccc23)c(O)c1/C=N/N1CCCCC1,-3,-1,4,-3,3,6,-5,-1.4,i,1
O=c1c2ccccc2nc(N2CCCC2)n1-c1ccc(Cl)cc1,3,-1,-25,2,1,1,-5,-2.0,i,5
CCN1CCN(C(=O)COc2ccc(S(=O)(=O)NC(C)C)cc2)CC1,1,8,17,3,-2,9,-5,-1.0,i,3
CCOc1ccc(N2C(=O)NC(=O)/C(=C\c3cc(OC)c(OC)cc3[N+](=O)[O-])C2=O)cc1,5,9,-9,-7,-2,0,1,0.4,i,-2
COC(=O)C1=C(c2ccc(S(C)(=O)=O)cc2)C[C@@H]2CC[C@H]1N2C(=O)N1CCCC1,3,-2,5,2,6,10,-6,0.4,i,-2
O=C1NC(=O)C2(Cc3ccccc3N3CCCC32)C(=O)N1c1ccccc1 (stereo not given),-12,8,1,8,-10,-28,1,1.0,i,-3
COC(=O)Cn1cc(C(=O)c2ccccc2F)c2ccccc21,-1,2,17,3,-4,4,-5,-1.4,i,-2

# For reference, some entries already given:
SMILES,MT1-MMP act inh,NadD block,SKN-1 inh,SUMO1-SIM PPI,DNMT1 block,CendR NRP1 mod,Scp1 inh,LMPTP inh,Rpn11 inh,STEP inh
CCN1CCN(C(=O)COc2ccc(S(=O)(=O)NC(C)C)cc2)CC1,1,8,17,3,-2,9,-5,-1.0,i,3
CCOc1ccc(N2C(=O)NC(=O)/C(=C\c3cc(OC)c(OC)cc3[N+](=O)[O-])C2=O)cc1,5,9,-9,-7,-2,0,1,0.4,i,-2
COC(=O)C1=C(c2ccc(S(C)(=O)=O)cc2)C[C@@H]2CC[C@H]1N2C(=O)N1CCCC1,3,-2,5,2,6,10,-6,0.4,i,-2
O=C1NC(=O)C2(Cc3ccccc3N3CCCC32)C(=O)N1c1ccccc1 (stereo not given),-12,8,1,8,-10,-28,1,1.0,i,-3
COC(=O)Cn1cc(C(=O)c2ccccc2F)c2ccccc21,-1,2,17,3,-4,4,-5,-1.4,i,-2

# Only part of the results is shown, so the mix of outcomes need not match the whole.
